TDP43 rescue: inhibitors of TDP-43 toxicity in yeast. 410,000 compounds, 1.8% hits. AID 652104. TDP-43 expressing yeast growth rescue, BacTiter-Glo, 24 h. Potency, µM (series often up to 46.1 µM), inactives show at the top dose growth rescue (activation), usual class: activators; note: % of control where 0% means no effect; nearly all actives have a fitted effect of over 50% in size
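Yeast cells expressing TDP-43 under galactose induction are exposed to compounds for 24 hr at 30 deg C. BacTiter-Glo luminescence measures growth, so protective compounds score as activators.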
KB-3-1 cytotox: KB-3-1 parental cell cytotoxicity; KB-3-1 viability, CellTiter-Glo ATP luminescence, 72 h; Potency, µM (titrated, usually from 46.1 µM), without a hit: top-dose activity change, negative = cytotoxic, hits mostly cytotoxic; 400,000 compounds, 1.4% hits; AID 1347075; note: % is set by controls: 0 for no effect and ±100 for the full control effect; nearly all actives have a fitted effect of over 60% in size
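Parental KB-3-1 viability, qHTS format: 72 h compound exposure, 37 °C; CellTiter-Glo; media-only wells and DMSO plates as controls; concentration-effect fits on corrected data.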
SW480 rerep: DNA re-replication induction in SW480 cells; SW480 DNA re-replication, Hoechst DNA content imaging, 48 h; AID 624297; Potency, µM (highest dose often 46.1 µM), without a hit: top-dose re-replication activation, actives largely listed as activators; 340,000 compounds, 1.8% hits; note: % of control where 0% means no effect; nearly all actives have a fitted effect of over 55% in size
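Hoechst fluorescence of nuclei (405 nm excitation, 500-530 nm emission) measured by plate-scanning imager after 48 hr compound exposure at 37 C; re-replication scored as increased number of nuclei with elevated intensity.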
GLP-1R inv ag: acts as inverse agonist at human GLP-1 receptor; P43220; HEK293 GLP-1R CRE-luciferase, luminescence, 24 h; GLP-1R form is constitutively active; 410,000 compounds, 1.6% hits; Potency, µM (highest dose often 38.3 µM), inactives show at the top dose activity change, negative = inhibition, usual class: inhibitors; note: % is set by controls: 0 for no effect and ±100 for the full control effect; nearly all actives have a fitted effect of over 55% in size
Target sequence (P43220 whole entry, looked up): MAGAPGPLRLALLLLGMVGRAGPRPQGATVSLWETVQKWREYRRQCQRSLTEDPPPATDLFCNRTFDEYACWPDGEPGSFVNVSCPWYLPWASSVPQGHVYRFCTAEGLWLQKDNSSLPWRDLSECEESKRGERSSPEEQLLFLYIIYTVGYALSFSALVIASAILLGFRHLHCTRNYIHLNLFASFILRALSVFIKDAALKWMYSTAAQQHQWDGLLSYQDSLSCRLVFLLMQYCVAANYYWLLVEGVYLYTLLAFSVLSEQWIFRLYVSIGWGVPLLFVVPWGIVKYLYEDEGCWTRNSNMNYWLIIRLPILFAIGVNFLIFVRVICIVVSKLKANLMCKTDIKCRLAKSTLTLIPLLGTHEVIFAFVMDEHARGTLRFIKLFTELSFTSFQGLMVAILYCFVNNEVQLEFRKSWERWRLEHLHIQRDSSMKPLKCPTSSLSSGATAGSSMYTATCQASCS
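Cells are plated, allowed 12 hours at 37 deg C, then treated with compounds for 24 hr before luciferase detection reagent is added and luminescence is read after 12 min at room temperature. The HEK293 line carries constitutively active GLP-1R with a cAMP-responsive reporter.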
GLP1R cytotox: cytotoxicity in counter-screen for GLP-1R inverse agonists; HEK293 cAMP-luciferase reporter cells, luminescence, 24 h; Potency, µM (doses to about 38.3 µM), for inactives: top-dose activity change, negative = inhibition, most hits filed as inhibitors; 410,000 compounds, 0.13% hits; AID 624418;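 note: loss of luciferase light is scored as toxicity; % is set by controls: 0 for no effect and ±100 for the full control effect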
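MLSMR compounds, 24 hr on cells at 37 deg C/5% CO2; luminescence after luciferase reagent (12 min RT). Inhibition counted as the undesired cytotoxic outcome.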
GLP1R ag: agonists of human GLP-1 receptor. P43220. HEK293 GLP-1R CRE-luciferase, luminescence, 4-6 h; cells express a hypersensitive GLP-1R form. Potency, µM (highest dose often 45.6 µM), for inactives: at the top dose activation, usual class: activators. 380,000 compounds, 0.007% hits. AID 624172; note: % of control where 0% means no effect
HT1080 IDH1KD tx: kills HT-1080 cells with IDH1 knockdown. Potency, µM (doses to about 46.1 µM), without a hit: at the highest dose activity, negative = toxicity, most hits filed as cytotoxic. 360,000 compounds, 2% hits. HT-1080 IDH1 knockdown viability, ATP luminescence, 48 h. AID 686971;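 note: 0% = DMSO wells and -100% = cell-free medium wells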
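In this qHTS, HT-1080 cells depleted of IDH1 are exposed for 48 h at 37 °C to compound titrations. Toxicity is scored from CellTiter-Glo luminescence, with DMSO as full viability and medium alone as none.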
KB-V1 MDR tox: KB-V1 MDR subline cytotoxicity; KB-V1 MDR cells viability, CellTiter-Glo, 72 h; Potency, µM (highest dose often 46.1 µM), for the others: at the highest dose activity change, negative = cytotoxicity, most hits filed as cytotoxic; 400,000 compounds, 3.4% hits; AID 1347076; note: % is set by controls: 0 for no effect and ±100 for the full control effect; nearly all actives have a fitted effect of over 60% in size
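Potencies derive from concentration-effect curves fitted to normalized luminescence (CellTiter-Glo) of KB-V1 cells treated for 72 h at 37 degrees C in phenol-red-free DMEM containing 10% FBS.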
HT1080NT lethal: kills 2HG-producing HT-1080-NT fibrosarcoma cells | 360,000 compounds, 1.6% hits | Potency, µM (titrated, usually from 46.1 µM), for the others: top-dose activity, negative = less viability, hits mostly cytotoxic | HT-1080-NT fibrosarcoma viability, CellTiter-Glo ATP luminescence, 48 h;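 note: NT is the 2HG producing partner of a matched IDH1 knockdown line; 0% = DMSO-treated cells and -100% = media-only wells without cells; nearly all actives have a fitted effect of over 55% in size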
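HT-1080-NT fibrosarcoma cells (2HG-overproducing), 750 cells/well in RPMI with 5% FBS, dosed after 2 h and incubated 48 h at 37C. CellTiter-Glo luminescence normalized to DMSO and no-cell wells; concentration-response curves fitted and classed.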
The depositor's hits bear a star; ? = inconclusive; / = no result given; [ ] = dose if it differs, or a comment. Calls come from the whole dose curve; as a rule, active = well fitted curve in the direction sought with a large enough effect; inconclusive = small, poorly fitted or top-dose-only effect, or another doubt; inactive = no such curve, though single readings can be large; an effect the other way counts as inactive or inconclusive. Potency is the fitted concentration of half-maximal effect.

SMILES | TDP43 rescue | KB-3-1 cytotox | SW480 rerep | GLP-1R inv ag | GLP1R cytotox | GLP1R ag | HT1080 IDH1KD tx | KB-V1 MDR tox | HT1080NT lethal
CCCN(CC(=O)Nc1ccccc1C)C(=O)C1CC(=O)N(c2cccc(C)c2C)C1 (stereo not given) | -14.5% | -1.1% | 23.4% | -4.6% | -6.3% | 7.3% | 2.4% | -13.7% | -2.1%
CC(C)c1cc2cc3ccc(=O)oc3cc2o1 | ? | 22.9% | ? | 60.6%[activator] | 8.7% | ? | ? | 23.6% | ?
Cc1ccc(CSc2nnc(-c3cccc4ccccc34)o2)cc1 | / | 10.3% | -6.4% | / | / | -1.4% | / | 13.7% | /
CCOc1ccccc1NC(=O)COC(=O)C1COc2ccccc2O1 (stereo not given) | -2.4% | -1.7% | / | -2.5% | 0.2% | -1.8% | 0.1% | -2.2% | 1.7%
COc1ccccc1/C=C/C=N/n1c(-c2ccc(C)cc2)n[nH]c1=S | 0.0% | -5.9% | -0.5% | -15.0% | -26.0% | 6.0% | -0.2% | -0.4% | 2.7%
Cc1ccc(Oc2nc3ccccn3c(=O)c2/C=C(\C#N)c2nc3ccccc3s2)c(C)c1 | 18.2% | 4.6% | / | 0.6% | -11.3% | / | / | 14.8% | /
Clc1cccc(N2CCN(c3ncnc4nc[nH]c34)CC2)c1 | 6.4% | -4.2% | ? | 32.5% | 2.4% | 6.1% | -1.0% | -3.7% | -8.2%
CCCCC1Cc2[nH][nH]c(=O)c2C(c2ccc(Cl)cc2)O1 (stereo not given) | 11.2µM* | -3.0% | / | ? | -5.0% | -3.9% | 8.9% | 11.1% | 13.0%
CC(=O)Nc1ccc(S(=O)(=O)N2CCSC2)cc1 | / | -1.7% | 14.6%[1.84 µM] | 6.0% | -13.0% | 2.2% | 5.5% | 17.0% | 5.9%
COc1ccc2occ(NC(C)=O)c2c1 | ? | -2.5% | -11.8% | -16.5% | -14.8% | -12.9% | 0.6% | 27.4% | -1.1%
Nc1c(C(=O)Nc2ccc3c(c2)OCCO3)nnn1Cc1ccc(F)cc1 | 13.0% | 8.5% | -159.5%[inhibitor] | 7.5% | -1.4% | 0.4% | -15.1% | 9.7% | -6.4%
O=C(O)c1ccccc1S(=O)CCO (stereo not given) | -4.7% | 8.3% | 1.6% | 24.3% | 3.6% | 6.3% | 0.9% | 2.3% | 3.6%
COc1ccc(CCN(C)C2CCCN(S(=O)(=O)C(C)C)C2)cc1OC (stereo not given) | 2.1% | -3.4% | -41.1%[inhibitor] | 4.1% | -3.3% | 15.8% | -2.0% | -8.8% | -2.4%
Cc1cccc2c(SCC(N)=O)nc(-c3ccccc3)nc12 | 13.5% | 2.2% | -2.6% | 10.8% | -16.4% | -5.4% | 8.7% | 8.7% | 12.7%
CC(NC(=O)c1cc(S(=O)(=O)N2CCCC2)ccc1Cl)c1ccccn1 (stereo not given) | 8.2% | 3.6% | 5.4% | -7.2% | 6.9% | -0.8% | -1.3% | -4.2% | 0.0%
COc1ccc(OC)c(Nc2nc(-c3c(C)nc4ncccn34)cs2)c1 | -0.3% | ? | 2.9% | 11.9% | -4.8% | 25.6% | -21.4% | 11.8% | -19.9%
CC(C)(C)n1ncc2c(=O)n(Cc3c(F)cccc3Cl)cnc21 | ? | -19.4% | -5.5% | 2.51µM* | -4.2% | 12.5% | -5.1% | -13.5% | -0.2%
COc1ccc(/C=C/C(=O)OCC(=O)NC2CCCCCCC2)cc1 | 9.6% | -1.0% | -4.6% | -15.9% | ? | 0.8% | 6.4% | 0.0% | 15.2%
COc1ccc(OC)c(/C=C2\Oc3cc(OCC(=O)N4CCC(C(=O)O)CC4)ccc3C2=O)c1 | 5.2% | -5.4% | -1.9% | 8.1% | 24.3% | -3.4% | 0.8% | 7.6% | 0.0%
O=C(N[C@@H]1c2ccccc2CC[C@@H]1OCc1ccccc1)c1ccc(-c2ccccc2)cc1 | 0.0% | 0.0% | 6.3% | -2.0% | -4.8% | -2.8% | 7.3% | 0.0% | -1.3%
COc1ccc(/C=C2\CC/C(=C\c3ccc(OC)c(OC)c3)C2=O)cc1OC | 9.6% | 18.4µM* | ? | 0.7% | 23.7% | 2.0% | ? | ? | ?
COc1ccc(-n2c(SCC(=O)NC3CC3)nc3ccccc3c2=O)cc1OC | 4.3% | -11.5% | ? | 26.2% | -8.9% | -1.1% | 3.6% | -8.3% | 11.2%[9.24 µM]
O=C(C1=C[C@H](C2CC2)C[C@H](OCc2ccc(CO)cc2)O1)N1CCN(Cc2ccc3c(c2)OCO3)CC1 | 7.2% | -14.2% | -14.2% | -40.9% | -17.5% | 8.4% | -2.6% | -22.4% | -3.2%
CCOc1ccccc1NC(=O)COc1ccc(S(=O)(=O)NC2CCCCC2)cc1 | 8.9% | 2.9% | / | ? | 4.8% | / | / | -29.3% | /
O=C(Nc1c2c(nn1-c1ccc(F)cc1)CS(=O)(=O)C2)c1ccc(Br)o1 | -4.2% | -6.9% | ? | 26.4% | -2.7% | -2.5% | -5.1% | -6.0% | -2.9%
Cc1cccn2c(=O)c(/C=N/O)c(Nc3ccccc3F)nc12 | -7.1% | 26.5% | 0.1% | 19.0% | 3.5% | 0.6% | 10.1% | -3.4% | 15.3%
CN1/C(=C\C(=O)c2cccnc2)C(C)(C)c2ccccc21 | 2.9% | 2.5% | ? | 11.5% | 44.7%[activator] | 6.1% | 20.8% | ? | 22.0%
CCCCCC(=O)NNC(=S)NC(=O)c1ccccc1[N+](=O)[O-] | ? | 0.1% | 13.4% | -14.1% | 10.5% | -0.8% | ? | ? | -26.9%
CSc1nnc(CCNS(=O)(=O)c2ccccc2Br)n1C | 8.9% | -0.9% | -9.8% | -2.4% | 8.7% | 5.7% | 11.8% | -2.1% | 13.7%
CC(C)(C)OC(=O)C[C@H]1C/C=C\C[C@H](CC(=O)N(CCO)Cc2ccccc2)C(=O)N[C@@H](c2ccccc2)COC1=O | 12.1% | 2.6% | 0.1% | -0.4% | 1.4% | -7.2% | 1.4% | -7.6% | -8.8%
CNS(=O)(=O)c1ccc(NS(=O)(=O)c2ccccc2F)cc1 | 0.4% | 8.7% | 1.1% | 0.0% | -7.9% | 3.6% | -6.8% | 12.9% | 1.4%
Cc1ccc(N(C(=O)CNC(=O)c2ccco2)C(C(=O)NC2CCCCC2)c2ccncc2)c(C)c1 (stereo not given) | -3.5% | 3.1% | 1.9% | 2.1% | 3.9% | 2.2% | 0.4% | -9.1% | 0.9%
COc1cc(OC)cc(C(=O)Nc2ccc(Cn3ccnc3)cc2)c1 | -3.3% | ? | -10.5% | -26.9% | -11.4% | 12.7% | ? | 0.2% | -24.9%
CN(C)/C=N/c1sc2c(c1C#N)CCCC2 | -15.5% | 8.0% | -1.4% | 11.1% | -4.4% | 7.5% | -0.6% | -9.8% | -7.6%
COc1ccc(N2CCN(C(=S)Nc3ccccc3)CC2)cc1 | 16.7% | -1.0% | -3.8% | -23.7% | -20.7% | -0.1% | -3.3% | -21.0% | -18.1%
COC(=O)c1c(C)[nH]c(C(=O)/C=C/c2ccc(C)cc2)c1C | -6.6% | -4.2% | -3.4% | 9.0% | 3.7% | -1.4% | 2.0% | -5.0% | -1.2%
O=C(NNc1ccc(-c2csnn2)cc1)c1ccccc1C(F)(F)F | 2.7% | -0.7% | -8.8% | ? | ? | 3.8% | ? | -9.2% | -21.6%
O=C(NNc1nccc(C(F)(F)F)n1)Nc1cccc(Cl)c1 | 14.3% | 6.6% | -5.3% | -17.9% | 14.1% | 0.8% | 11.5% | -2.3% | 0.2%
Cc1ccc(OCC(=O)NCCC2=CCCCC2)cc1 | 6.2% | -3.3% | -23.5% | 0.5% | 8.5% | -2.1% | 3.7% | -9.8% | 17.5%
COc1cccc(CN(C)Cc2nc3cc(C(F)(F)F)ccc3c(=O)[nH]2)c1 | -3.2% | -6.5% | -8.9% | -26.6% | 48.7%[activator] | 0.6% | -2.8% | -6.9% | -9.5%
Cc1ccc(O)c(NC(=O)Cc2ccc3ccccc3c2)c1 | ? | 3.7% | 3.5%[9.22 µM] | ? | 15.4% | 3.7% | -14.0% | -0.7% | ?
Cc1cc(NC(=O)c2ccoc2C)no1 | -3.6% | -2.2% | -3.4% | -5.2% | 11.1% | -6.6% | -3.2% | 1.4% | 1.5%
O=C(Nc1nc(-c2cccs2)cs1)c1ccco1 | ? | ? | -4.6% | -4.3% | 8.2% | 2.1% | -1.9% | ? | -1.0%
COc1ccc(/C=C(\C#N)c2nc3ccc(C)cc3[nH]2)cc1Oc1ccc(C(F)(F)F)cc1[N+](=O)[O-] | 15.5% | 0.0% | ? | -17.8% | 19.2% | -5.7% | 2.8% | ? | 6.1%
NS(=O)(=O)c1ccc(Nc2nc(-c3ccc4ccccc4c3)cs2)cc1 | -20.3% | -11.4% | 6.0% | 50.9%[activator] | -11.2% | 3.5% | ? | 3.5% | ?
O=C(NC(=S)NCc1ccccc1)c1ccccc1 | -19.2%[0.397 µM] | 24.8% | -0.4% | ? | ? | 25.4% | 3.8% | 7.8% | 0.6%

Quoted from the entries so far for reference:
SMILES | TDP43 rescue | KB-3-1 cytotox | SW480 rerep | GLP-1R inv ag | GLP1R cytotox | GLP1R ag | HT1080 IDH1KD tx | KB-V1 MDR tox | HT1080NT lethal
COc1ccc(/C=C(\C#N)c2nc3ccc(C)cc3[nH]2)cc1Oc1ccc(C(F)(F)F)cc1[N+](=O)[O-] | 15.5% | 0.0% | ? | -17.8% | 19.2% | -5.7% | 2.8% | ? | 6.1%
NS(=O)(=O)c1ccc(Nc2nc(-c3ccc4ccccc4c3)cs2)cc1 | -20.3% | -11.4% | 6.0% | 50.9%[activator] | -11.2% | 3.5% | ? | 3.5% | ?
O=C(NC(=S)NCc1ccccc1)c1ccccc1 | -19.2%[0.397 µM] | 24.8% | -0.4% | ? | ? | 25.4% | 3.8% | 7.8% | 0.6%

From PubChem
